LYPLA2 counter: blocks human lysophospholipase 2, a PME1 counter-screen; inhibition, % at 5.9 µM; 0.38% of 320,000 active; recombinant LYPLA2, FP-Rh probe fluorescence polarization; AID 2177;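 active means inhibition above the screen-wide mean plus 3 SD, limit set per campaign, cut at about 26% in these data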;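 further: 0% = LYPLA2 with DMSO and 100% = wells lacking LYPLA2 enzyme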
Target sequence (O95372 whole entry, looked up): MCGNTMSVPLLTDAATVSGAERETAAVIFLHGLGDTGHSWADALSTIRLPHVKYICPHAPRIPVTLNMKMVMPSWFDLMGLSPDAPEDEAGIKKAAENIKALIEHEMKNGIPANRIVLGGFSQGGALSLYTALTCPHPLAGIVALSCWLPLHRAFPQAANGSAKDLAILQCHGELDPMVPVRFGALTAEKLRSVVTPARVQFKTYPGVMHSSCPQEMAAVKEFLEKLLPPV
LYPLA1 inh: LYPLA1 (human) inhibition in PME1 counter-screen. O75608. recombinant LYPLA1, FP-Rh probe fluorescence polarization. inhibition, % at 5.9 µM. 0.16% of 320,000 active. AID 2174;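 active means inhibition above the mean of all tested compounds plus 3 SD, set per campaign, cut at about 14% in these data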;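 further: inhibitors block serine hydrolase probe labeling of LYPLA1 so polarization falls; 0% = enzyme with DMSO and 100% = wells lacking LYPLA1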
Target sequence (O75608 whole entry, looked up): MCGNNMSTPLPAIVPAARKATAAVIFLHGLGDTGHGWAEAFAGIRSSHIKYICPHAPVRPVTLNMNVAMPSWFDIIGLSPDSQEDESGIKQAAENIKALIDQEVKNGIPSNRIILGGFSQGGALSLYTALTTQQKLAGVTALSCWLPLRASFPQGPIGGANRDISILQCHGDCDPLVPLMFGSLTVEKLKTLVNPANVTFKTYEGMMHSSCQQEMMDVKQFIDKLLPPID
PAFAH1B3 inh: inhibitors of human PAFAH1B3 | AID 492972 | Q15102 | recombinant PAFAH1B3, FP-rhodamine probe, fluorescence polarization | inhibition, % at 3.39 µM | 0.28% of 340,000 active;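 active means inhibition above the screen-wide average of all tested compounds plus 3 SD, cut at about 25% in these data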;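 further: 0% = enzyme with DMSO only and 100% = wells lacking PAFAH1B3 protein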
Target sequence (Q15102 whole entry, looked up): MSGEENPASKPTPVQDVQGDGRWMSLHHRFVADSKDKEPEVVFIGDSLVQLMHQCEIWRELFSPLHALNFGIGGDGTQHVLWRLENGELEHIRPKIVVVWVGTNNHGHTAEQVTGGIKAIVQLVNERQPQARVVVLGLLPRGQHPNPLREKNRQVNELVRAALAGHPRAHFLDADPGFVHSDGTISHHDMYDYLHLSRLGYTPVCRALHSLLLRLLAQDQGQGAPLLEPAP
PAD4 FP inh: PAD4 (human) enzyme inhibition | recombinant PAD4, RCA probe fluorescence polarization | inhibition, % at 6.36 µM | 0.41% of 330,000 active | Q9UM07 | AID 485272;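 active means percent inhibition above a cutoff equal to the mean of all tested compounds plus 3 SD, cut at about 15% in these data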;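 further: 0% = PAD4 with RCA probe and DMSO and 100% = probe without PAD4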
PAFAH1B2 inh: inhibitors of human PAFAH1B2; inhibition, % at 3.39 µM; 1.2% of 340,000 active; P68402; recombinant PAFAH1B2, FP-rhodamine activity probe, fluorescence polarization;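 active means inhibition above the mean of all tested compounds plus 3 SD, cut at about 24% in these data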;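 further: 0% = enzyme with DMSO and 100% = wells lacking PAFAH1B2; many of its hits are not listed in these tables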
pPAFAH inh: pPAFAH (human) enzyme inhibition; recombinant pPAFAH, FP-rhodamine probe fluorescence polarization; 1.5% of 330,000 active; Q13093; inhibition, % at 3.39 µM;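 active means inhibition above the mean inhibition across the screen plus 3 SD, cut at about 25% in these data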;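 further: inhibitors block binding of the rhodamine activity-based probe so polarization drops; 0% = enzyme with DMSO and 100% = wells lacking pPAFAH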
PREPL inh: human PREPL enzyme inhibition; recombinant PREPL, fluorescence polarization activity-based probe; 0.68% of 320,000 active; inhibition, % at 5.96 µM; Q4J6C6; in the data active means inhibition above about 43%;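 further: 0% = enzyme with DMSO and 100% = wells lacking enzyme; many of its hits are not listed in these tables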
GSTO1 inh: blocks human GSTO1 in RBBP9 counter-screen; inhibition, % at 5.96 µM; 1.1% of 300,000 active; P78417; recombinant GSTO1, activity-based probe fluorescence polarization;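 active means inhibition above the campaign mean inhibition plus 3 SD, cut at about 35% in these data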;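 further: 0% = GSTO1-1 with DMSO and 100% = wells lacking GSTO1-1 enzyme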
Target sequence (P78417 whole entry, looked up): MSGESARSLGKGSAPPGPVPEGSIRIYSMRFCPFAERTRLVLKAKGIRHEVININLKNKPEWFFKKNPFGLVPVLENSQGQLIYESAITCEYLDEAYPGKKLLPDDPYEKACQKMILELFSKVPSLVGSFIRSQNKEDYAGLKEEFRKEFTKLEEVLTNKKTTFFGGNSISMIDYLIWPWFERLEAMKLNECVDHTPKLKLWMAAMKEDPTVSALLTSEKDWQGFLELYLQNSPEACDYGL
PME-1 inh: blocks human protein phosphatase methylesterase 1; Q9Y570; recombinant PME-1, FP-Rh probe fluorescence polarization; inhibition, % at 5.9 µM; 0.53% of 320,000 active; AID 2130;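 active means inhibition above the campaign mean of all compounds plus 3 SD, cut at about 26% in these data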;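 further: competitive labeling of PME-1 active site by serine hydrolase directed probe; 0% = PME-1 with DMSO and 100% = wells lacking PME-1 enzyme; inhibitors block probe labeling so polarization falls and inhibition rises; many of its hits are not listed in these tables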
Numbers without * were called inactive; . = not tested or not shown; & = joins results of further samples. Not all compounds are listed; count on the stated rates, not on these rows.

SMILES | LYPLA2 counter | LYPLA1 inh | PAFAH1B3 inh | PAD4 FP inh | PAFAH1B2 inh | pPAFAH inh | PREPL inh | GSTO1 inh | PME-1 inh
CCOC(=O)c1sc2ccccc2c1OC(=O)c1ccc(C)cc1 | -2.5 | -4.7 | 7.5 | -4.2 | -1.7 | -4.5 | 14.0 | 5.2 | 2.2
OCCNc1nc(Cl)nc(NCc2ccco2)n1 | -4.2 | -1.4 | 12.4 | -0.3 | 1.6 | -0.1 | 2.4 | 0.9 | 2.2
N=c1n(CCN2CCCCC2)c2ccccc2n1CC(O)c1cccc(Br)c1 (configuration not stated) | 0.7 | 2.8 | -5.5 | -4.6 | -10.3 | 5.3 | 41.0 | -3.8 | 1.6
COc1ccc(/C=N/NC(=O)COc2cccc3cccnc23)cc1OC | 2.2 | -3.7 | -1.4 | -3.7 | -2.3 | 2.5 | -6.1 | -3.4 | -7.0
Cc1ncc([N+](=O)[O-])n1CC(=O)NC1CCCCCC1 | 27.9* | -4.0 | 4.9 | -2.7 | -3.0 | 3.3 | 0.4 | -3.0 | 2.8
O=C(Nc1ccc(N=Nc2ccccc2)cc1)c1cccc(Cl)c1 | -2.4 | -1.4 | 8.9 | 1.3 | 1.5 | -0.7 | 19.9 | -0.8 | 3.5
COc1cccc(C(=O)OCC(=O)Nc2cc(C)c(C)cc2[N+](=O)[O-])c1 | -9.0 | -3.8 | 0.3 | -5.2 | 8.6 | 22.2 | 11.8 | -4.3 | 7.6
NC(=O)c1ccc(NC(=O)Cc2csc(-c3ccccc3)n2)cc1 | 0.4 | -0.4 | 11.0 | -5.4 | 1.7 | 1.0 | 0.1 | 1.6 | -4.0
COCCNC(=O)CN1C(=O)CSc2cc(S(=O)(=O)N3CCCCCC3)ccc21 | -2.2 | -3.8 | 0.6 | 2.9 | -2.6 | -3.6 | 9.4 | 9.0 | -7.6
Cc1cc(C(=O)NCc2ccc3c(c2)OCO3)n(-c2ccccc2)n1 | 11.2 | 2.2 | 6.1 | 0.8 | 1.5 | 3.3 | -3.6 | 6.4 | -0.9
COc1ccc(CN(C(=O)c2ccc(C)cc2)c2cccc(N)c2)cc1 | -4.5 | -4.8 | -3.6 | -4.7 | 0.3 | 6.0 | 7.0 | 4.6 | -1.0
COc1ccc(CNC(=O)C23CN(Cc4ccccc4)CC2C(c2ccc([N+](=O)[O-])cc2)=NO3)cc1 (configuration not stated) | 2.1 | 0.9 | 4.7 | -1.1 | 9.6 | 0.1 | 0.9 | 2.6 | -0.6
COc1ccc2c(c1)c(=O)oc1cc(OCC(=O)N3CCC(C)CC3)ccc12 | 2.5 | -2.5 | 0.4 | -0.5 | -1.8 | -1.3 | 14.7 | -14.9 | -2.3
Cn1nccc1CNC(=O)c1ccnn1C | 10.0 | 1.6 | 8.1 | 2.9 | 3.2 | -2.2 | -0.9 | -3.8 | 2.8
O=C1COc2ccc(C(=O)CSc3nc4ccccc4c(=O)n3-c3ccc(Cl)c(Cl)c3)cc2N1 | -3.2 | -4.8 | -18.2 | -7.5 | -8.4 | 2.0 | 5.3 | -3.2 | -2.9
CNc1nc(-c2ccc(Cl)cc2)cs1 | 0.1 | 1.1 | -0.3 | 2.8 | 3.3 | 2.3 | 18.0 | 2.6 | 8.9
COc1cccc(Nc2nc(C)nc3c2oc2ccccc23)c1 | -0.6 | -7.3 | 0.1 | -2.0 | 3.9 | -2.0 | 7.0 | -14.3 | -6.9
COc1ccccc1Cn1[nH]nnc1=S | 0.8 | -0.2 | -0.3 | 1.9 | 2.5 | -1.9 | 1.4 | 4.3 | -6.3
CCOc1ccc(-n2c(SCC(=O)Nc3cc(C)on3)nc3c([nH]c4ccccc43)c2=O)cc1 | -1.4 | -1.7 | -4.0 | -0.3 | 2.7 | 1.0 | 7.8 | 1.5 | -0.6
CO/N=C(/CNC(=O)c1cccc(Cl)c1)c1ccc(Cl)cc1 | -0.7 | -0.9 | 5.8 | -1.3 | 2.8 | 1.4 | -8.9 | 6.0 | 6.2
NS(=O)(=O)c1ccc(NS(=O)(=O)c2ccc3c(c2)OCCO3)cc1 | 6.4 | 4.2 | 3.9 | 5.1 | 5.6 | 4.8 | -0.1 | 7.7 | 1.7
COc1cc(NS(=O)(=O)c2ccc(NC(=O)C34CC5CC(CC(C5)C3)C4)cc2)ncn1 | 1.3 | -2.1 | 12.1 | -1.0 | 16.5 | 0.9 | -5.2 | -33.9 | -10.6
Cc1onc(C(=O)Nc2sc3c(c2C#N)CCCC3)c1[N+](=O)[O-] | -3.5 | -2.3 | 5.6 | 7.2 | 8.0 | 3.5 | -1.4 | 9.6 | 0.5
CCCCC(=O)N1CCCC(c2nc(-c3cccc(OC)c3)no2)C1 (configuration not stated) | 3.4 | 1.0 | 6.3 | -2.4 | 1.3 | 5.2 | -1.2 | 5.8 | -2.4
O=C(COC(=O)COc1ccc(Cl)cc1)NC1CC1 | 8.0 | 1.9 | 8.5 | -2.3 | 7.9 | 7.8 | 5.0 | . | -1.4
SMILES | LYPLA2 counter | LYPLA1 inh | PAFAH1B3 inh | PAD4 FP inh | PAFAH1B2 inh | pPAFAH inh | PREPL inh | GSTO1 inh | PME-1 inh
COc1cccc(/C=N/NC(=O)c2[nH]nc3c2CCc2ccccc2-3)c1 | -37.0 | -21.5 | . | 0.6 | . | -0.1 | 0.4 | -36.4 | -31.3
Cc1cc(CNC(=O)C2(C(F)(F)F)CC(CCCO)CCCO2)nn1C (configuration not stated) | -0.3 | -0.1 | -1.3 | 0.4 | -3.3 | 7.2 | 11.2 | 1.2 | 3.3
N#C/C(=C\c1cc2c(cc1Br)OCO2)C(=O)NCC1CCCO1 (configuration not stated) | 3.9 | 0.2 | -6.1 | 2.2 | 4.7 | 5.8 | 2.7 | -8.8 | 2.7
Cc1ccc(C(=O)Oc2ccc(/C=C3\C(=N)N4N=C(N5CCOCC5)SC4=NC3=O)cc2)cc1 | 5.0 | -5.5 | 7.5 | -4.7 | 3.0 | 18.0 | 62.2* | 17.4 | 2.2
Cc1[nH]nc2c1C(=O)CCC2 | -1.3 | -2.8 | -2.3 | 0.7 | 2.8 | 7.8 | 16.9 | 4.4 | -6.3
C1CCN(c2nc(N3CCCCC3)nc(N3CCNCC3)n2)CC1 | -4.3 | -2.7 | 0.7 | 0.4 | 2.9 | -5.3 | 11.1 | 6.2 | -2.7
NNC(=S)NCc1ccccc1 | -0.4 | 2.5 | -0.3 | -5.9 | -3.0 | -2.5 | -3.0 | 0.5 | -0.9
CC(=O)Nc1nc2ccc(C(=O)NC3CCCCC3)cc2s1 | -2.0 | -2.0 | 3.0 | 1.7 | -5.0 | 2.6 | -6.7 | 1.5 | -4.9
CC(C)OP(=O)(OC(C)C)C(O)c1cccc([N+](=O)[O-])c1 (configuration not stated) | 0.6 | 2.4 | 5.5 | 0.9 | 5.4 | 3.4 | 0.1 | -3.0 | 4.5
CCOC(=O)c1sc(=S)n(C)c1NC(=O)c1ccccc1 | 7.8 | 3.2 | 12.1 | 6.3 | 2.7 | 3.9 | 4.8 | 2.1 | -1.5
CN(C)C(=O)c1ccc(NC(=O)COC(=O)C2(c3ccccc3)CCCC2)cc1 | . | . | 2.8 | -1.4 | 23.5 | -4.9 | 14.0 | . | .
Cc1ccc(CSc2nc3ccccc3c(=O)n2Cc2ccco2)cc1 | 3.2 | -5.0 | 0.3 | -0.2 | 2.0 | 7.5 | 6.4 | 0.3 | -4.3
COc1ccc(-c2csc(NC(C)c3nc4cc(Cl)c(Cl)cc4n3CCOCCO)n2)cc1 (configuration not stated) | -3.8 | 0.5 | 0.1 | 1.4 | 1.5 | 6.3 | 19.9 | 2.1 | -0.8
COc1ccc(S(=O)(=O)Nc2cc3c4c(c2)CCC(=O)N4CCC3)cc1 | 7.2 | 0.1 | 9.6 | 2.3 | 2.1 | 7.8 | 9.8 | 3.9 | 4.0
CC(C)c1ccccc1NC(=O)CNCCOc1ccccc1F | 2.6 | -1.4 | 10.1 | -2.8 | 10.4 | 2.8 | 7.6 | -0.3 | 6.3
Cc1cnc(NC(=O)c2cccc(S(=O)(=O)N3CCOCC3)c2)s1 | -7.6 | -6.9 | 13.9 | 2.8 | -2.5 | -1.6 | -5.3 | . | 5.1
CCN(CC)C(=O)Cn1cc(C(=O)C2CC2)c2ccccc21 | 5.0 | 2.2 | 2.9 | 1.8 | 0.8 | 4.0 | 5.1 | 0.9 | -5.8
CCc1nc(C)ccc1OC(=O)C12CC3CC(CC(C3)C1)C2 | 7.9 | 2.6 | 4.8 | -1.3 | 10.2 | 3.9 | -2.7 | 4.7 | -4.5
c1ccc2c(c1)Nc1cc3ccccc3cc1S2 | -0.3 | -2.5 | 1.5 | 1.7 | 7.5 | -0.7 | 10.7 | 9.5 | 3.7
CN(C(=O)COc1ncnc2ccccc12)C1CCCCC1 | . | . | 6.0 | -4.0 | -2.8 | -4.0 | 14.4 | . | .
O=C(NCC1CCCO1)C1CCCN1C(=O)Nc1ccc(Cl)c(Cl)c1 (configuration not stated) | 2.6 | -4.3 | 7.5 | -3.0 | -5.0 | -1.0 | 33.5 | 0.4 | -2.8
O=C1c2ccccc2C(=O)N1CCN1CCOCC1 | -4.2 | -0.3 | 7.7 | -3.6 | 5.9 | 4.5 | 1.7 | -3.8 | 0.0
O=C(Nc1nccs1)c1ccc(CSc2ccccc2)o1 | -2.4 | -1.9 | 0.2 | -3.8 | 22.0 | 0.1 | -18.1 | -2.9 | -0.8
CCc1ccc2[nH]c3nc(N/N=C/c4ccc(O)cc4O)nnc3c2c1 | -16.7 | -15.2 | 26.1* | -2.1 | 23.1 | 28.5* | 18.8 | 3.2 | -2.4
Cc1ccccc1CNC(=O)Nc1cccs1 | 1.9 | -1.4 | 6.4 | -2.8 | -2.4 | 2.3 | 16.4 | 11.2 | -1.9
SMILES | LYPLA2 counter | LYPLA1 inh | PAFAH1B3 inh | PAD4 FP inh | PAFAH1B2 inh | pPAFAH inh | PREPL inh | GSTO1 inh | PME-1 inh
COc1ccc(N2CCN(C(=O)CCC(=O)N3CCOc4ccc(C)cc43)CC2)cc1 | 5.6 | -0.1 | 4.0 | 7.4 | 3.2 | 6.4 | 9.8 | 0.0 | 7.1
CC1CN(CC(O)COC(c2ccccc2)c2ccccc2)CC(C)O1 (configuration not stated) | 6.5 | 3.0 | 2.6 | 5.4 | 4.2 | 5.6 | 8.2 | 7.4 | 2.5
Cc1cccc(OCC(=O)NCCCNC(=O)c2ccncc2)c1 | 0.9 | -0.3 | -2.4 | -2.8 | -0.4 | -1.1 | 0.0 | -1.6 | 0.2
COc1cc(OC)c(NC(=O)CS(=O)(=O)Cc2nc(-c3ccc(C)cc3)oc2C)cc1Cl | -2.3 | -1.7 | 6.9 | -2.4 | 4.5 | 5.0 | 6.7 | 7.2 | -4.3
O=C(COc1ccc(S(=O)(=O)N2CCOCC2)cc1)Nc1cccc([N+](=O)[O-])c1 | 3.6 | 0.8 | -1.6 | -9.1 | -0.1 | -2.7 | 17.6 | 1.0 | 5.2
O=c1c2ccccc2ncn1-c1ccc(Cl)cc1 | 0.2&7.1 | 0.3&-2.6 | -7.3 | 6.4&0.5 | -0.1 | -6.8&3.8 | -8.3&-1.3 | 9.9&4.4 | -8.3&-1.1
O=C(CC(NCCc1ccccc1)C(=O)O)Nc1ccc(O)cc1 (configuration not stated) | 7.9 | 1.8 | . | -5.6 | . | 3.2 | 8.3 | -0.1 | 5.0
COc1ccc(OCCN(C)Cc2ccccc2)cc1 | 1.4 | 3.6 | -2.5 | -0.9 | 1.4 | 0.6 | 8.7 | 4.3 | 4.9
